# Source: PubChem
# Vif-APOBEC3F blk = Vif-A3F binding inhibition. HeLa A3F-eYFP + Vif (tagged APOBEC3F with the HIV-1 protein that degrades it), YFP fluorescence increase. 390,000 compounds, 0.2% hits. AID 602313. Potency, µM (series often up to 46.1 µM), inactives show at the highest dose activity, negative = active; also: potency is read from the fitted curve at half-maximal effect; % of control where 0% means no effect; nearly all actives have a fitted effect of over 65% in size
#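 HeLa cells stably expressing A3F-eYFP plus Vif, plated and incubated overnight at 37 deg C, then exposed to compounds overnight at 37 deg C. Blocked degradation read as raised yellow fluorescence (Ex 488/Em 500-530).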
# RXFP1 agonist = RXFP1 (human) receptor agonism; AID 2676; Q9HBX9; HEK293T-RXFP1 cAMP TR-FRET, 30 min; response scale: percent of porcine relaxin response, buffer zero; Potency, µM (titrated, usually from 57.5 µM), without a hit: at the highest dose activation, actives largely listed as activators; 370,000 compounds, 0.3% hits; also: potency is read from the fitted curve at half-maximal effect; % is scaled to controls: 0 for no effect and ±100 for the full control effect; nearly all actives have a fitted effect of over 60% in size; many of its hits are not listed in these tables
# Target sequence (Q9HBX9 whole entry, looked up): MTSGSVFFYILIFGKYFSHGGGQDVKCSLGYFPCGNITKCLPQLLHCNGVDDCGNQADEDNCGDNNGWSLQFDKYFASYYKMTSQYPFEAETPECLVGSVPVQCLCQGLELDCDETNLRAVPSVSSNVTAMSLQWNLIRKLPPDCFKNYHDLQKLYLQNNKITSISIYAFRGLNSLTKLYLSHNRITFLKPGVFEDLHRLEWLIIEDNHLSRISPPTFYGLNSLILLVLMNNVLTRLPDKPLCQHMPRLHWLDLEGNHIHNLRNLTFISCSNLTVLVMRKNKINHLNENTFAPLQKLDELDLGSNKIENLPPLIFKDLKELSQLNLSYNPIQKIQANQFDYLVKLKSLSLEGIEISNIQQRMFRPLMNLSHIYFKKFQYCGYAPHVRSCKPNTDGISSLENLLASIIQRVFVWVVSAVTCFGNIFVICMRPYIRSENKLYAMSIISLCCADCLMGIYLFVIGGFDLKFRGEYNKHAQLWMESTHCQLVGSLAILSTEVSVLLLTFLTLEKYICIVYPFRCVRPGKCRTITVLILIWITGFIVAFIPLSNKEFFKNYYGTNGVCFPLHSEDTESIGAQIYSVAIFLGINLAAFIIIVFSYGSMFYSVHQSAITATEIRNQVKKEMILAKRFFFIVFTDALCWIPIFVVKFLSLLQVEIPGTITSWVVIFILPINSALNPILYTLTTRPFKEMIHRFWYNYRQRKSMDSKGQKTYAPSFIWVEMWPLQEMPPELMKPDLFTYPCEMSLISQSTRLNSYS
#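 Agonist response is measured as cAMP accumulation in an RXFP1-transfected HEK293T line under PDE4 inhibition. Values are scaled between buffer-only and 29 nM porcine relaxin, and EC50s come from standard Hill equation fits.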
# D1 antagonist = blocks dopamine activation of the human D1 receptor | HEK293 TREx D1 cells, calcium flux, dopamine EC80; hits give low values | activity change, negative = inhibition, % at 10 µM | 360,000 compounds, 3.2% hits; in the data active = activity change below about -30%; also: % is scaled to controls: 0 for no effect and ±100 for the full control effect
#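 Using tetracycline-induced force-coupled D1 Hek293 cells and a calcium dye, signals were followed for 180 s after compound, then for 180 s after EC80 dopamine, to detect inhibitors.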
# D1 agonist = agonists of human D1 dopamine receptor | P21728 | 360,000 compounds, 1% hits | activation, % at 2 µM | HEK293 T-REx D1 cells, calcium flux, agonist mode; in the data active = activation above about 30%; also: 0% is about no effect
#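 Inducible HEK293 T-REx D1 cells, force-coupled to calcium signalling, were plated at 4000 cells/well with tetracycline and held overnight at 30 C. After no-wash calcium dye loading, compound-evoked calcium rise over 180 s flagged agonists.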
# D1 PAM = enhances dopamine response at the human D1 receptor. potentiation, % at 10 µM. HEK293 TREx D1 cells, calcium flux, dopamine EC20 potentiation. 360,000 compounds, 0.036% hits. AID 504651; in the data active = potentiation above about 30%; also: 0% is about no effect
# D2 potentiator = D2 dopamine receptor (human) potentiation; P14416; HEK293 T-REx D2, calcium flux, EC20 dopamine potentiation; potentiation, % at 10 µM; 340,000 compounds, 0.34% hits; AID 485347;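 active = potentiation over 3 SD above the plate norm, cut at about 30% in these data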; also: 0% is about no effect
#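 Tetracycline-induced Hek293 Trex D2 cells, force-coupled to calcium, loaded with no-wash calcium dye. Compound added with 180 s kinetic read for agonism, then EC20 dopamine and a further 180 s read for potentiation.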
# LDHA block = LDHA (human) enzyme inhibition | P00338 | purified LDHA, NADH/diaphorase-resazurin fluorescence; hits give low values | activity change, % (values are at about 110 or 230 µM) | 480,000 compounds, 0.15% hits; in the data active = activity change below about -30%; inconclusive = mostly about -25% to -30%;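 also: plate controls were DMSO wells for no effect and wells without enzyme for full effect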
#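 Remaining NADH was detected by diaphorase (0.133 mg/mL) converting 37 µM resazurin to fluorescent resorufin, read at 0 and 20 minutes. The preceding 5-minute room-temperature reaction used 2 nM LDHA, 0.2 mM sodium pyruvate and 0.06 mM NADH at pH 7.4.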
# Glioma ERSR ind = inducers of ER stress response in human glioma cells; 420,000 compounds, 0.02% hits; U87-MG GRP78 promoter luciferase reporter, 16 h; AID 602332; Potency, µM, without a hit: top-dose activation, hits mostly activators; also: potency is read from the fitted curve at half-maximal effect; series mostly up to about 76 µM; % of control where 0% means no effect; nearly all actives have a fitted effect of over 35% in size
#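 Stably transfected U87-MG human glioma cells carrying a GRP78-based luminescent sensor were seeded at 1000 cells/well, pin-dosed with compounds and incubated 16 h. Luciferase reagent was then added, and end-point luminescence was read after 10 min at room temperature.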
# Vif-APOBEC3G blk = blocks the Vif interaction with human APOBEC3G; 410,000 compounds, 0.076% hits; HeLa A3G-eYFP + Vif (tagged APOBEC3G with the HIV-1 protein that degrades it), YFP fluorescence, overnight; Potency, µM (series often up to 46.1 µM), for the others: top-dose activity, negative = active, actives largely listed as inhibitors;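 also: potency is read from the fitted curve at half-maximal effect; % is scaled to controls: 0 for no effect and ±100 for the full control effect; nearly all actives have a fitted effect of over 60% in size; hits raise eYFP signal because A3G escapes Vif-driven loss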
#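 HeLa cells stably expressing Vif and C-terminally eYFP-tagged A3G, seeded overnight at 37 deg C, then exposed to compound by pintool overnight at 37 deg C. Rise in yellow fluorescence (Ex 488/Em 500-530, Acumen) marks blocked Vif-driven A3G degradation.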
# An asterisk follows results filed as active; u = inconclusive; x = no result given; & = joins results of further samples. Unless noted, calls follow the shape of the dose curve; as a rule, active = well fitted curve in the direction sought with a large enough effect; inconclusive = small, poorly fitted or top-dose-only effect, or another doubt; inactive = no such curve, though single readings can be large; an effect the other way counts as inactive or inconclusive. The list is partial (hit frequency here may not be typical).
SMILES,Vif-APOBEC3F blk,RXFP1 agonist,D1 antagonist,D1 agonist,D1 PAM,D2 potentiator,LDHA block,Glioma ERSR ind,Vif-APOBEC3G blk
CN(c1ccccc1)S(=O)(=O)c1ccc(C(=O)N2CCN(c3ccccc3)CC2)cc1,-2%,x,x,x,x,x,-1,-4%,0%
COc1ccc2occ(C(=O)c3cccs3)c2c1,5%,2.5%,-9,3,-6,-8,-11,2%,0%
O=C(NCCN1C(=O)S/C(=C\c2ccc(OC(F)F)cc2)C1=O)C1=COCCO1,-5%,0.6%,16,3,-3,-5,3,8%,-28%
CCCC(=O)Nc1ccc(C(=O)O)cc1NC(=O)CCC,6%,-0.1%,-12,2,1,-5,1,-2%,1%
CCOC(=O)C1CCCN(S(=O)(=O)c2ccc(OC)c3ccccc23)C1 (stereo not given),-11%,-0.2%,-2,-2,1,2,-4,-6%,u
O=C1N[C@H](Cc2ccccc2)COC(=O)[C@H](Cc2ccc(F)cc2)CC/C=C/C[C@@H]1CC(=O)N(CCO)Cc1ccccc1,5%,x,x,x,x,x,2,-2%,-10%
O=C(O)CSc1nnc(Nc2ccccc2)n1-c1ccccc1,3%,1.0%,3,6,4,10,-2,-3%,-1%
COc1ccc(-c2nc(CN3CCN(Cc4ccccc4)CC3)c(C)o2)cc1,1%,-1.4%,4,0,-8,-4,-11,-4%,-8%
COC(=O)c1cc(C(=O)OC)cc(N2C(=O)CN=C2Nc2nc(C)cc(C)n2)c1,0%,12%,4,4,-2,-2,-2,1%,1%
c1ccc2oc(NC3=NCN(C4CCCCC4)CN3)nc2c1,18%,0.0%,4,2,-4,13,-2,3%,-6%
O=C(NC1CCCCC1)c1c(O)nc2sccn2c1=O,-24%,1.4%,-6,2,2,x,8,2%,3%
CCN(CC)S(=O)(=O)c1ccc(N2CCOCC2)c(NC(=O)c2ccc3c(c2)OCCO3)c1,8%,5.1%,19,3,-5,x,-2,-4%,0%
O=C1c2cccc3cccc(c23)C(=O)N1OS(=O)(=O)c1ccccc1,-6%,1.7%,-4,1,-1,-3,-4,5%,-6%
COc1ccc(C2/C=C\CN(S(=O)(=O)c3ccc(C)cc3)CC(=O)N2Cc2cccc(F)c2)cc1 (stereo not given),9%,x,x,x,x,x,-3,1%&-5%,-1%
Cc1ccc(C(C)(C)C)c(OCC(=O)NCCc2nc3ccccc3[nH]2)c1,x,1.7%,2,0,0,-8,-3,x,x
Cc1cccc(NS(=O)(=O)c2ccc(C)c(C(=O)N3CCN(C(=O)c4ccco4)CC3)c2)c1,8%,x,x,x,x,x,-1,-1%,2%
COc1cc(NC(=O)C/C(C)=N/NC(=O)C(=O)NCCO)c(OC)cc1Cl,14%,1.6%,-3,3,-8,15,0,-2%,-8%
O=c1ccc(-c2ccc(S(=O)(=O)NCC3CCN(Cc4cccc(F)c4)CC3)s2)n[nH]1,1%,0.0%,-1,1,-2,x,-5,-4%,-5%
CCOc1ccccc1OCC(=O)NN=C1CCCC(=O)C1,5%,x,x,x,x,x,-3,-4%,-7%
O=C(Cn1cnc(Cl)c1Cl)c1ccccc1,2%,0.5%,-4,1,-4,-3,-6,0%,0%
CCOC(=O)CC(NC(=O)c1cc2cccc(OC)c2oc1=O)c1ccc(OC)cc1 (stereo not given),-2%,-0.9%,6,7,7,11,0,3%,0%
O=C(c1ccccc1)C1Oc2ccccc2C2CC(c3cccs3)=NN12 (stereo not given),2%,-2.8%,-18,4,-1,-5,-3,0%,0%
CCOc1cccc2sc(N(CCCN(C)C)C(=O)c3ccc(S(=O)(=O)N(C)CC4CCCO4)cc3)nc12 (stereo not given),5%,0.7%,-7,5,-5,-10,1,-3%,-1%
Cc1ccc(-n2ncc3c(NCc4ccc5c(c4)OCO5)ncnc32)c(C)c1,-4%,0.0%,-11,7,-6,2,-5,0%,-10%
O=C(CN(C(=O)c1csnn1)c1cccc(Cl)c1)NC1CCCCC1,-4%,0.5%,5,0,0,-6,-5,1%,2%
O=C1C(Nc2ccccc2)=C(N2CCCCC2)C(=O)c2ccccc21,1%,2.0%,8,0,-8,3,23,-8%,-26%
COc1ccccc1NC(=O)CSc1nc(O)c(C/C=C/c2ccccc2)c(=O)[nH]1,-15%,0.3%,-5,1,-1,2,-9,-1%,u
O=C(Nc1cc(Cl)ccc1Cl)c1cc(S(=O)(=O)NCCc2ccccc2)ccc1F,4%,2.7%,-12,9,-2,-8,3,-4%,-15%
CCCCOCCCNC(=O)c1ccc2c(c1)OCO2,-2%,0.1%,-10,5,1,-5,-3,-1%,0%
Cc1cccc(C)c1OC(=O)CSc1nnc(-c2cccs2)o1,-1%,-5.9%,-6,-1,-3,-2,-5,1%,3%
O=C(Nc1ccc(F)cc1)NC1CCCc2ccccc21 (stereo not given),-6%,-1.8%,1,3,-4,-6,-2,0%,-9%
O=C(CCNC(=O)c1ccccc1Cl)NCc1cccnc1,-2%,1.0%,6,1,0,-3,-7,-5%,2%
CCCCOc1ccccc1P(=O)(O)CP(=O)(c1ccccc1)c1ccccc1,-7%,2.6%,13,-1,-9,x,-4,-4%,1%
COc1cccc(NC(C)C(=O)N2CC(C)OC(C)C2)c1 (stereo not given),-3%,-2.4%,-7,1,5,-7,2,2%,1%
Cc1ccc(Nc2c3c(nc4ncnn24)CC(C)CC3)cc1 (stereo not given),-9%,4.1%,-1,2,-4,0,-6,-4%,0%
COc1ccc(-c2noc(CCC(=O)NCCCN3CCN(c4ccc(F)cc4)CC3)n2)cc1,-1%,0.9%,-73*,35*,-16,-20,-1,-5%,5%

# With a hit mark in D1 antagonist, of those listed so far:
Structure	Vif-APOBEC3F blk	RXFP1 agonist	D1 antagonist	D1 agonist	D1 PAM	D2 potentiator	LDHA block
COc1ccc(-c2noc(CCC(=O)NCCCN3CCN(c4ccc(F)cc4)CC3)n2)cc1	-1%	0.9%	-73*	35*	-16	-20	-1

# Other entries follow:
SMILES,Vif-APOBEC3F blk,RXFP1 agonist,D1 antagonist,D1 agonist,D1 PAM,D2 potentiator,LDHA block,Glioma ERSR ind,Vif-APOBEC3G blk
COc1cc(CC2C(=O)Nc3ccccc32)cc(C)c1O (stereo not given),-1%,0.7%,3,3,0,14,28,-6%,2%
COC(=O)C(N)Cc1ccc(O)cc1 (stereo not given),-9%,3.2%,x,2,-3,x,1,0%,-3%
COc1cc(CNC2CCCC2)cc(OC)c1OC,-1%,-0.5%,6,6,-4,-7,-1,-3%,1%
CN(C)CCC(C(=O)c1ccccc1)c1ccncc1 (stereo not given),-1%,x,x,x,x,x,-1,-3%,1%
Cc1ccc(C2=[N+]([O-])C3(CCCCC/C3=N\O)N(O)C2(C)C)o1 (stereo not given),4%,1.9%,7,4,5,17,-7,-5%,1%
CCOc1ccccc1NC(=O)c1ccc2c(c1)C(=O)N(CC(C)C)C2=O,3%,7.3%,27,1,-2,-5,1,-2%,-1%
COc1ccc(Sc2cnn(-c3ccccc3)c(=O)c2Cl)cc1,1%,8.8%,-2,2,-1,9,-1,-2%,-1%
CCCn1c(SCc2cc(=O)[nH]c3ccccc23)nc2c1c(=O)n(C)c(=O)n2C,0%,3.8%,5,1,-3,-5,-6,-5%,-1%
Cn1cc(CN2CCCC(C(=O)c3ccc(-c4ccccc4)c(F)c3)C2)cn1 (stereo not given),-23%,2.4%,5,5,1,-5,-1,-3%,0%
Cc1ccc(/C=N/n2c(C)nc3ccccc3c2=O)s1,x,-1.1%,-7,3,-2,10,x,x,x
CC(C)COc1ncnc2c1sc1nc3c(cc12)COC(C)(C)C3,x,0.6%,5,0,4,x,x,x,x
Cc1ccccc1-c1nc(CS(=O)(=O)CC(=O)N2CCCCC2)c(C)o1,3%,0.0%,-1,8,-4,-6,0,2%,1%

# 4 compounds picked at random from the list so far, as already listed:
SMILES,Vif-APOBEC3F blk,RXFP1 agonist,D1 antagonist,D1 agonist,D1 PAM,D2 potentiator,LDHA block,Glioma ERSR ind,Vif-APOBEC3G blk
Cc1ccccc1-c1nc(CS(=O)(=O)CC(=O)N2CCCCC2)c(C)o1,3%,0.0%,-1,8,-4,-6,0,2%,1%
Cc1ccc(C2=[N+]([O-])C3(CCCCC/C3=N\O)N(O)C2(C)C)o1 (stereo not given),4%,1.9%,7,4,5,17,-7,-5%,1%
CCCn1c(SCc2cc(=O)[nH]c3ccccc23)nc2c1c(=O)n(C)c(=O)n2C,0%,3.8%,5,1,-3,-5,-6,-5%,-1%
COc1ccc(Sc2cnn(-c3ccccc3)c(=O)c2Cl)cc1,1%,8.8%,-2,2,-1,9,-1,-2%,-1%
